ASAP1 GAP inh: blocks human ASAP1-stimulated Arf1 GTP hydrolysis | inhibition, % at 16.5 µM | Q9ULH1 | 360,000 compounds, 0.19% hits | GDP FP detection; in the data active = inhibition above about 25%;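 also: 0% = vehicle with enzyme and substrate and 100% = no enzyme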
DDE Tn7 FP inh: disrupts Tn7 cyclic peptide binding to fibrin D-Dimer-E complex. AID 720508. 370,000 compounds, 0.13% hits. inhibition, % at 8.3 µM. FP displacement of FITC-Tn7 peptide from fibrin DD(E); 0% = median of compound wells per plate. P02675;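 active = inhibition above the mean of compounds falling within the control limits plus 3 SD of them, cut at about 14% in these data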;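 also: 0% = plate median of compound wells and 100% = 10 µM Aha-Tn7 peptide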
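Assay system: Human fibrin DD(E) protein | Medium: Tris buffer with calcium and detergent, pH 7.8 | Reagent: 0.1 µM fluorescent Tn7 | Compound dosing: Single point at 8.3 µM | Times: 10 min preincubation, 3 h with tracer, room temperature | Detection: Fluorescence polarization of the labelled Tn7 tracer | Controls: Aha-Tn7 high control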
ARFGAP1 inhibitor: rat ARFGAP1 inhibition. inhibition, % at 16.5 µM. 360,000 compounds, 0.26% hits. Arfgap1-stimulated ARF1 GTP hydrolysis, GDP FP detection;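 active = inhibition above a per-plate limit, mean inhibition of low control wells plus 3 SD, cut at about 25% in these data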;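 also: 0% = DMSO wells with enzyme and 100% = wells lacking Arfgap1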
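Material: rat Arfgap1 catalytic domain, aa 1-136; also added: human ARF1(Δ1-17)-GTP substrate; compound dosing: one concentration, 16.5 µM, DMSO 1.26%; incubation: GTP hydrolysis reaction 2 h at 25 °C; measured by: Tracer-displacement fluorescence polarization with EDTA stop, 620/688 nm; evaluation: % inhibition from polarization; repeats: one replicate per compound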
ADAM17 inh: ADAM17 inhibition, QFRET primary screen | recombinant ADAM17, EDANS/DABCYL FRET peptide cleavage | P78536 | AID 720648 | inhibition, % at 6.95 µM | 370,000 compounds, 0.83% hits;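 active = inhibition above the mean of compounds lying between control limits plus 3 SD, set per campaign, cut at about 8.5% in these data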;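 also: 0% = DMSO-only wells as the low control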
ADAM10 inh: ADAM10 inhibition, QFRET primary screen. O14672. recombinant ADAM10, EDANS/DABCYL FRET peptide cleavage, 3 h. inhibition, % at 7 µM. 370,000 compounds, 0.62% hits;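 active = inhibition above a per-campaign cutoff equal to the mean of compounds falling between control-based bounds plus 3 SD, cut at about 20% in these data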;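 also: 0% = DMSO wells while the 100% control is not disclosed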
TDP2 absorb: blocks human TDP2 phosphodiesterase activity; O95551; recombinant TDP2, T5PNP hydrolysis, p-nitrophenol absorbance 415 nm; 370,000 compounds, 0.34% hits; AID 720702; inhibition, % at 12.8 µM;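 active = inhibition above the mean of all tested compounds plus 3 SD, set per campaign, cut at about 25% in these data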;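 also: 0% = DMSO with enzyme and 100% = buffer with substrate but no TDP2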
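System – recombinant human TDP2 · Quantity – TDP2 enzyme at 120 nM final · Doses – single concentration, 12.8 µM nominal, with 1% DMSO · Incubation – 2 h at 37 °C · Measured by – epi absorbance of p-nitrophenol freed from T5PNP by hydrolysis · Read-out – % inhibition relative to enzyme-containing and enzyme-free wells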
SIAE inh: blocks human sialic acid acetylesterase | AID 1053197 | Q9HAT2 | SIAE FP-Rh probe binding, fluorescence polarization | 370,000 compounds, 0.69% hits | inhibition, % at 9.66 µM;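 active = inhibition above a cutoff: mean of compounds within the control limits plus 3 SD of those, cut at about 17% in these data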;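 also: 0% = plate median of compound wells and 100% = probe without SIAE protein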
PLC-gamma1 inh: blocks human PLC-gamma1 enzyme activity; P19174; purified PLC-gamma1, fluorogenic substrate, fluorescence; inhibition, % at 12.2 µM; 370,000 compounds, 0.84% hits; AID 720700; in the data active = inhibition above about 9.5%
Target sequence (P19174 whole entry, looked up): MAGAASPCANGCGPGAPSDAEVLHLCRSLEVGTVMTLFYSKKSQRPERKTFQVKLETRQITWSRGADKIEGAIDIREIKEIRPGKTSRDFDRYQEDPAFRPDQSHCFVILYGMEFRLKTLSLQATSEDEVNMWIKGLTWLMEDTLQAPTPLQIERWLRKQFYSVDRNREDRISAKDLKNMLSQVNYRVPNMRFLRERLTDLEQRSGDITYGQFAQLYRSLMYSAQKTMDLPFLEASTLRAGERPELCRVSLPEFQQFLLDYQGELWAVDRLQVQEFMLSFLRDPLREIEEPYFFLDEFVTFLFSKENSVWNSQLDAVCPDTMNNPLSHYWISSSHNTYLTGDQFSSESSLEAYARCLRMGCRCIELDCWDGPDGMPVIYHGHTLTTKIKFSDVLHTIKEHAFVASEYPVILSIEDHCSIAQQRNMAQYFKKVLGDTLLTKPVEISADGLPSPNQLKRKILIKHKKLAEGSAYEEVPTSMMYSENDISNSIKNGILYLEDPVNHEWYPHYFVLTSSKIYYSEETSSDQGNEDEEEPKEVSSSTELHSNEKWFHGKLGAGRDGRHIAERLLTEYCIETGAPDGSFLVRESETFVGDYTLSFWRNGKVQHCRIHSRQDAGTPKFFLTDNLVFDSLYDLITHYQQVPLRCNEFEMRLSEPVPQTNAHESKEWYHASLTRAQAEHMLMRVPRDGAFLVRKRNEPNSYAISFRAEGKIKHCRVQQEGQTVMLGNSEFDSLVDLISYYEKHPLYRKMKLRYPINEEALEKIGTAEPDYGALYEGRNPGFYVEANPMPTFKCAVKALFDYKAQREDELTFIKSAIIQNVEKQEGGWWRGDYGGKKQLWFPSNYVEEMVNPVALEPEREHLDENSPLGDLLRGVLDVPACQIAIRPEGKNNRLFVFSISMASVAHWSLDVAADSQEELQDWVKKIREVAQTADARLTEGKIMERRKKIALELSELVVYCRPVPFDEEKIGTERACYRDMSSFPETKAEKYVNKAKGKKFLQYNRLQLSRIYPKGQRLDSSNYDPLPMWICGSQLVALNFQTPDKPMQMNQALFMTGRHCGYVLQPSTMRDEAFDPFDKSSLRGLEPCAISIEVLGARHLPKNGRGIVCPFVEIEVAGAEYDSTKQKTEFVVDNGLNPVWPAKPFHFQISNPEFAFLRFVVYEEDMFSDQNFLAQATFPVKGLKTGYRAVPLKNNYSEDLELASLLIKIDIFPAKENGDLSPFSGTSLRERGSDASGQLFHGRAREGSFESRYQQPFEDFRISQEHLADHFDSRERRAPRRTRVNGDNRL
Tn6 DDE FP: disrupts Tn6 cyclic peptide binding to fibrin D-Dimer-E complex; P02675; Fibrin DD(E) TRITC-Tn6 fluorescence polarization displacement; inhibition, % at 8.3 µM; 370,000 compounds, 0.21% hits;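 active = inhibition above a per-campaign cutoff: mean of compounds within control limits plus 3 SD, cut at about 15% in these data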;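 also: 0% = median of all compound wells on the plate and 100% = blocking peptide control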
PLCb3 inh: blocks human PLC-beta3 enzyme activity; Purified PLC-beta3, fluorogenic substrate, fluorescence; inhibition, % at 12.2 µM; 370,000 compounds, 0.18% hits; AID 720704; in the data active = inhibition above about 11%;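 also: 0% = median of compound wells on plate and 100% = full blocker control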
* hit, by the source's call; i = inactive; nt = not tested or not shown.

compound,ASAP1 GAP inh,ADAM17 inh,SIAE inh,ARFGAP1 inhibitor,PLCb3 inh,DDE Tn7 FP inh,ADAM10 inh,Tn6 DDE FP,TDP2 absorb,PLC-gamma1 inh
CCOC(=O)C1=C(CC)OC(N)=C(C#N)C1c1ccc(OC)cc1OC (stereo not drawn),17,-1,10,-6,-14,-3,-4,-2,3,-6
O=C(COc1ccccc1)NCC(=O)Nc1cccc(S(=O)(=O)NC2=NCCC2)c1,5,-1,3,-2,2,2,6,-1,-11,2
Cc1ccc(NC(=S)N2CCN(c3ccccc3F)CC2)c(C)c1,2,-4,6,8,-5,-2,-3,0,1,-2
COc1ccc(-c2nnc(SCC(=O)Nc3cc(C)on3)n2C)cc1OC,2,-2,-8,0,-1,0,-2,6,-4,-3
COc1ccc(S(=O)(=O)NCC(c2cccnc2)N2CCN(C)CC2)cc1OC (stereo not drawn),-13,1,0,10,-8,3,-6,-5,4,0
CCCN(CC(=O)Nc1ccccc1C)C(=O)c1ccc(C)c(S(=O)(=O)N2CCCCC2)c1,-3,-4,0,-10,-5,-5,-6,0,10,2
c1ccc(-n2nnnc2NCCCN2CCOCC2)cc1,-7,-2,-2,-6,-4,-1,-3,5,-6,-2
CCCC(=O)Nc1cc(C)c(NC(=O)c2cccs2)cn1,-4,-1,0,4,5,-3,-10,5,3,3
COc1ccc(CCN(Cc2cc3cc(C)c(C)cc3nc2Cl)C(=O)C2CC2)cc1,-9,-6,-5,-7,-2,-2,4,-4,2,-1
CC1=NN(c2ccccc2)C(=O)/C1=C\c1c(C)[nH]n(-c2ccccc2)c1=O,-8,-5,10,-11,3,6,-6,-2,8,3
O=C(Nc1cccc(Cl)c1)C1=Cc2cc(Cl)ccc2OC1,10,4,-109,-8,-26,-1,12,-11,-13,-15
O=C(Nc1nc2n(n1)C(c1ccccc1)C=C(c1ccccc1)N2)c1ccco1 (stereo not drawn),-20,-110,-8,5,i,5,-321,-2,-4,i
Cc1cc(NC(=O)c2cccc(Br)c2)n[nH]1,-1,-3,-2,5,2,-7,1,1,9,0
CN(C)CCCC(=O)c1ccc2c(c1)OCO2,3,1,-1,-6,2,3,5,5,10,4
COc1cc(/C=C2\SC(c3ccccc3)=NC2=O)cc(Cl)c1O,10,-7,-8,10,-15,-10,-18,-9,4,-16
CN(Cc1cnn(C)c1)Cc1nc(C(c2ccccc2)c2ccccc2)no1,-7,-1,6,5,-1,3,5,0,6,-1
Cc1ccccc1NC(=O)CCCn1nc(C)c2c(C)n(-c3ccccc3)nc2c1=O,-9,-2,3,-10,3,-2,2,3,17,1
O=S(=O)(c1ccc(Br)cc1F)N1CCC(O)CC1,4,3,-4,-3,5,-10,-2,-3,-3,0
COc1cccc(C(=O)OCC(=O)N2CCc3ccccc3C2)c1OC,-4,-2,-2,0,-4,0,-19,-1,-2,4
COCCN(C(=O)c1ccc(OCC(C)C)cc1)c1c(N)n(Cc2ccccc2)c(=O)[nH]c1=O,-10,-6,0,8,-9,11,-7,-4,13,-3
CCOC(=O)c1ccc(N2Cc3ccccc3C2=NC(=O)c2cccs2)cc1,19,1,-5,13,-14,-6,-14,-4,3,-2
CC(=O)N1c2ccccc2C2CCCC[C@H]21 (stereo partly drawn),-12,1,3,1,-2,4,1,-2,5,-2
CCSc1nnc(NC(=O)c2cccc(OCc3c(C)noc3C)c2)s1,-8,-10,-4,-1,-38,-2,2,-3,4,-31
CCN(CC)CCCNc1oc(-c2ccc(OC)c(OC)c2)nc1C#N,-2,-205,4,6,-387,-1,i,0,-10,-295
Cc1ccc(S(=O)(=O)CCC(=O)NC2CCCC2)cc1,-21,-3,1,0,-3,4,-1,7,-3,-2
Cc1cnccc1CN(C)Cc1cn(C)nc1-c1cccc(Cl)c1,-3,-3,-3,1,-2,-1,-10,5,10,-1
Cc1ccc(-c2nnc(Nc3ccc4c(c3)OCO4)c3ccccc23)cc1S(N)(=O)=O,10,6,6,8,-12,-2,5,4,-8,-10
COc1ccc(-c2cccc3[nH]c4c(c23)CCN2C(=O)[C@H]3[C@H](C)ON(C)[C@H]3C[C@@H]42)cc1,13,-166,6,9,i,-10,i,1,-8,i
CCOC(=O)C1CCCN(C(=O)c2cncc(Br)c2)CC1 (stereo not drawn),-2,0,1,7,7,2,-1,-1,0,3
O=C(Cn1nnc(-c2ccccc2Cl)n1)N1CCCCC1,-10,-2,4,-9,-4,3,1,8,-5,1
COc1ccc(NC(=O)CSc2nc(=O)n(CCN3CCOCC3)c3c2CCC3)cc1,-11,-1,14,9,-6,0,-3,13,-1,1
Cn1c(COc2ccc(F)cc2)nc2ccccc21,-13,1,0,7,-5,-3,-6,1,4,-1
COc1ccc(NS(=O)(=O)c2cc(NC(=O)Cn3cnc4c3c(=O)n(C)c(=O)n4C)ccc2C)cc1,-5,-5,-8,2,-7,4,-5,-2,0,1
CCCS(=O)(=O)c1nc(S(=O)(=O)c2ccc(C)cc2)c(N2CCC(C(N)=O)CC2)s1,9,0,-2,-3,-7,1,-13,4,1,-3
Cc1ccc(SCc2c(C(=O)N/N=C/c3ccccc3)nnn2-c2nonc2N)cc1,-2,1,9,11,7,0,10,0,11,4
COC(=O)c1cn(C(=O)c2ccc(Cl)cc2)c2ccccc12,-1,-5,-4,1,-5,8,1,5,-9,0
CC(C)Sc1nc(N)c2c3c(sc2n1)CN(C)CC3,-21,-116,-5,2,-73,6,-316,3,4,-55
CCCn1c(CCc2ccccc2)n[nH]c1=S,5,-1,-5,-19,-2,-6,2,0,-1,2
Cc1ccc(C(=O)NC(=O)CSc2ncccc2C(=O)O)cc1,6,3,8,-5,4,-3,-1,-2,3,2
CCc1nnc(NC(=O)c2ccc(S(=O)(=O)N3CCN(Cc4ccccc4)CC3)cc2)s1,-4,1,0,6,-3,-2,13,-7,-1,0
CSc1ccccc1NC(=O)C1CC(c2c(F)cccc2Cl)=NO1 (stereo not drawn),-1,4,5,-1,-9,-5,5,-5,-7,-1
C=CCCC1CN(Cc2ccco2)S(=O)(=O)c2c(F)cccc2O1 (stereo not drawn),3,2,4,4,-5,-6,8,-3,-14,0
CC(=O)c1ccc(Nc2nc(C(N)Cc3ccc(C(F)(F)F)cc3)cs2)cc1 (stereo not drawn),11,-13,2,2,-169,2,-51,1,-7,-133
CC(C)n1c(CN2CCN(Cc3ccccc3)CC2)nc2ccccc21,6,0,5,-1,-3,3,15,-9,-4,9.9*
COc1cccc(N2C(=O)CC(c3c[nH]c4ccccc34)C2=O)c1 (stereo not drawn),1,-6,-2,1,-5,-1,-10,-2,3,-3
CCCN(c1ccc(OCC)cc1)c1ncnc2nc[nH]c12,2,-1,-3,-8,8,-4,3,-2,-9,7
COC(=O)c1onc(-c2c(OC)cc(OC)cc2OC)c1C(=O)OC,-8,-2,1,14,-1,-1,-12,3,6,0
CN1CCN(CC(=O)N2c3ccccc3Sc3ccccc32)CC1,7,1,8,14,-5,-10,-6,-3,-6,5
Cc1cccc(CSc2[nH]c(=O)ncc2C)c1,0,-2,-3,-5,-3,4,-8,5,0,4
Cc1ccc(S(=O)(=O)NC(C)(C)CSc2ccccn2)cc1,1,-2,1,6,-1,3,-12,7,-7,0
COc1ccc(-c2sc3ccc(-c4ccc5c(c4)OCO5)cc3c2-c2ccc(OC)nc2)cc1,-5,-5,2,-3,-8,9,-5,-1,-2,2
COc1ccccc1Cc1c(C2CCCCC2)nc2c3ccccc3ccn12,12,-12,6,-9,-12,7,-42,-2,-6,-11
O=C1N2CCCCC1(c1ccccc1)CCCC2,4,-2,0,-7,-2,2,-6,-3,10,4
CCOc1ccc(N2C(=O)CC(SC(=NC)Nc3ccc4c(c3)OCO4)C2=O)cc1 (stereo not drawn),5,-1,-1,3,0,-5,4,5,2,2
COc1cc(C2NC(=S)NC(O)(C(F)(F)F)C2C(=O)c2cccs2)cc(OC)c1O (stereo not drawn),-7,-4,13,-5,2,-4,-5,9,0,1
CN(C)S(=O)(=O)c1cccc(NC(=O)c2ccc(S(=O)(=O)N3CCCC3)cc2)c1,11,0,-4,6,2,-3,7,2,-10,-1
CCN1C/C(=C/c2ccc(N3CCOCC3)cc2)C(=O)/C(=C/c2ccc(N3CCOCC3)cc2)C1,-1,3,-24,-4,-32,0,9,-2,4,-30
O=S(=O)(/N=C(/Sc1ccccc1)c1ccccc1)c1ccccc1,2,-2,0,-2,0,0,-3,7,4,-6
Cc1cccc(C)c1OCC(=O)NCC1COc2ccccc2O1 (stereo not drawn),3,-2,2,-11,-5,12,-15,-9,-10,-1
Cc1ccc(OCC(=O)NCc2ccccc2)c([N+](=O)[O-])n1,-12,1,-3,-2,-1,-2,0,1,5,1

As a working copy, 2 of the compounds above.
compound,ASAP1 GAP inh,ADAM17 inh,SIAE inh,ARFGAP1 inhibitor,PLCb3 inh,DDE Tn7 FP inh,ADAM10 inh,Tn6 DDE FP,TDP2 absorb,PLC-gamma1 inh
COc1ccc(NC(=O)CSc2nc(=O)n(CCN3CCOCC3)c3c2CCC3)cc1,-11,-1,14,9,-6,0,-3,13,-1,1
Cn1c(COc2ccc(F)cc2)nc2ccccc21,-13,1,0,7,-5,-3,-6,1,4,-1

(further entries)
compound,ASAP1 GAP inh,ADAM17 inh,SIAE inh,ARFGAP1 inhibitor,PLCb3 inh,DDE Tn7 FP inh,ADAM10 inh,Tn6 DDE FP,TDP2 absorb,PLC-gamma1 inh
COCCNC(=O)C1(C)CCCN(C(=O)c2ccc3c(c2)OCO3)C1 (stereo not drawn),-5,-5,3,8,1,6,0,5,4,0
O=c1n(-c2ccccc2)c(=O)n(Cc2ccccn2)n1Cc1ccccn1,6,-4,-3,13,-2,4,0,0,0,2
NC(=O)c1cc(-c2ccncc2)nc2ccc(Cl)cc12,-17,-4,6,-5,-8,1,-13,5,-4,1
C=CCn1c(=N)n(CC(O)c2ccco2)c2ccccc21 (stereo not drawn),4,-2,0,8,5,-7,-5,1,-12,2
Clc1ccc(-c2nnc3n2N=C(c2ccc(-c4ccccc4)cc2)CS3)c(Cl)c1,nt,-2,-4,nt,3,0,-2,0,3,-1
O=c1oc2ccccc2c(NC2CCCCC2)c1NS(=O)(=O)c1ccc(F)c(Cl)c1,-3,0,-1,2,-13,2,1,-4,-10,-5

Source: PubChem (The Scripps Research Institute Molecular Screening Center)
